# Bioassay records as filed in PubChem.
# HepG2 tox – kills HepG2 cells in TGF-b inhibitor counter-screen; hit rate 0.76% among 410,000; HepG2 CAGA-GFP viability, ATP luminescence, 18 h; Potency, µM (titrated, usually from 46.1 µM), for the others: at the highest dose activity change, negative = cytotoxicity, actives largely listed as cytotoxic; also: potency is read from the fitted curve at half-maximal effect; some results filed as inactive show a strong effect at the top dose
#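 CellTiter-Glo luminescence gave cytotoxicity after 18 hours at 37 degrees C. The cells were HepG2 CAGA-GFP in 1% FBS DMEM, stimulated with 500 pg/mL TGF-beta after compound addition. %Activity was normalised to no-cell wells (complete cell-killing) and DMSO (no toxicity), and curves were fitted and classified.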
# TGFb inhibitor – blocks TGF-b signaling | HepG2 CAGA-GFP TGF-b/SMAD3 reporter, GFP fluorescence, 18 h; TGF-beta stimulated, 500 pg/mL final | hit rate 1.2% among 410,000 | Potency, µM (series often up to 46.1 µM), for the others: at the top dose activity, negative = inhibition, most hits filed as inhibitors; also: potency is read from the fitted curve at half-maximal effect; % is scaled to controls: 0 for no effect and ±100 for the full control effect; nearly all actives have a fitted effect of over 65% in size
#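 GFP signal (ex488/em500-530) from TGF-beta-stimulated HEPG2 CAGA-GFP cells, 500 pg/mL final, 18 h at 37 degrees C in DMEM plus 1% FBS, normalized to unstimulated and DMSO-stimulated controls.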
# ATXN2 expr inh – inhibitors of ATXN2 expression | HEK-293 ATXN2-luciferase reporter, luminescence, 24 h | Potency, µM (highest dose often 57 µM), without a hit: top-dose activity change, negative = inhibition, actives largely listed as inhibitors | hit rate 0.72% among 360,000 | AID 1745845; also: potency is read from the fitted curve at half-maximal effect; % is scaled to controls: 0 for no effect and ±100 for the full control effect; nearly all actives have a fitted effect of over 55% in size
#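 qHTS (up to 57 uM final) was run with 24 h compound exposure of reporter cells at 37 °C. Each well was multiplexed: SteadyGlo luminescence measured ATXN2-luciferase expression after a fluorogenic Gly-Phe-AFC viability readout (25 uM final).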
# Nrf2 inh – blocks Nrf2 signaling; A549 ARE-Fluc reporter, luciferase luminescence, 18-24 h; Potency, µM (doses to about 46 µM), for inactives: at the top dose activity change, negative = inhibition, actives largely listed as inhibitors; hit rate 2.1% among 360,000; also: potency is read from the fitted curve at half-maximal effect; % is scaled to controls: 0 for no effect and ±100 for the full control effect; nearly all actives have a fitted effect of over 60% in size
#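 Cells were seeded and rested 2 h, then exposed to compounds for 18-24 h. CellTiter-Fluor was read first as a viability measure. BugLite was added 15 min before the final luminescent read of ARE-luciferase activity in A549 cells.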
# A549 viability – A549 cytotoxicity, counter-screen for Nrf2 inhibitors | A549 ARE-Fluc cells, CellTiter-Fluor viability, 18-24 h | Potency, µM (doses to about 46 µM), without a hit: at the highest dose activity change, negative = cytotoxicity, actives largely listed as inhibitors | hit rate 0.16% among 390,000; also: potency is read from the fitted curve at half-maximal effect; % is scaled to controls: 0 for no effect and ±100 for the full control effect
#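 Cytotoxicity counterscreen: CellTiter-Fluor fluorescence was measured in A549 ARE_Fluc cells after 18-24 h of compound exposure in a concentration series. The subsequent BugLite luminescent read reports ARE-luciferase activity.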
# ATXN viability – reduces viability in counter-screen for ATXN expression inhibitors; Potency, µM (doses to about 56.7 µM), actives largely listed as cytotoxic; AID 651635; hit rate 0.49% among 400,000; S2 cells (HEK-293 line with an ATXN2-luciferase reporter) viability, CellTiter-Fluor protease fluorescence, 24 h; also: potency is read from the fitted curve at half-maximal effect; nearly all actives have a fitted effect of over 40% in size
# Nrf2 ARE act – activators of Nrf2 (ARE) signaling; Potency, µM (doses to about 46.1 µM), inactives show at the highest dose activation, actives largely listed as activators; hit rate 0.31% among 410,000; AREc32 ARE-luciferase reporter (MCF7-derived line), luminescence, 24 h; AID 624171; also: potency is read from the fitted curve at half-maximal effect; % of control where 0% means no effect; nearly all actives have a fitted effect of over 65% in size
#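 ARE-driven firefly luciferase activity in AREc32 cells measured after a 24 hr compound exposure at 37 deg C, using Steady-Glo reagent and a 30 min room-temperature hold.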
# MCF10A rereplic – induces DNA re-replication in MCF 10a normal breast cells; MCF 10A DNA re-replication, Hoechst nuclear intensity, 48 h; Potency, µM (titrated, usually from 46.1 µM), without a hit: top-dose activity, positive = re-replication, usual class: activators; hit rate 2.9% among 350,000; also: potency is read from the fitted curve at half-maximal effect; % of control where 0% means no effect; nearly all actives have a fitted effect of over 50% in size
# IL-1B inflam inh – inhibitors of inflammasome signaling (IL-1 beta secretion) | THP-1 LPS/ATP IL-1B secretion, AlphaLISA, 16 h; stronger effect = lower value | activity change, % at 57.5 µM | hit rate 4.7% among 360,000 | AID 743279; in the data active = activity change below about -50%; inconclusive = mostly about -30% to -49%; also: % is scaled to controls: 0 for no effect and ±100 for the full control effect
#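 Secreted IL-1B measured by AlphaLISA bead assay after 16 h compound exposure of THP-1 cells; compounds (final up to 57.5 uM) added 1 h before LPS (250 ng/mL) and ATP (1.25 mM) stimulation; lower signal means less secretion.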
# Numbers without * were called inactive; i = inactive; ? = inconclusive; . = not tested or not shown; [ ] = another dose, or the depositor's remark. Unless noted, calls follow the shape of the dose curve; as a rule, active = well fitted curve in the direction sought with a large enough effect; inconclusive = small, poorly fitted or top-dose-only effect, or another doubt; inactive = no such curve, though single readings can be large; an effect the other way counts as inactive or inconclusive. Not a hit list; about 8.8% have a hit in one of these screens.
no.	Structure	HepG2 tox	TGFb inhibitor	ATXN2 expr inh	Nrf2 inh	A549 viability	ATXN viability	Nrf2 ARE act	MCF10A rereplic	IL-1B inflam inh
1	O=C(Nc1ccc2c(c1)OCO2)C1CC(c2ccc(Cl)cc2)=NO1 (stereo not given)	-23%	-7%	3%	-10%	-3%	i	0.2%	3%	6
2	CCCc1cc(-n2ccnc2C)n2c(nc3ccccc32)c1C#N	-4%	-18%	2%	-3%	-6%	i	-0.8%	20%	9
3	CNC(=O)C1CCN(S(=O)(=O)c2c(C)noc2/C=C/c2ccccc2F)CC1	-24%	-23%	-30%	2%	-3%	i	?	0%	-17
4	Cc1onc(-c2ccccc2Cl)c1C(=O)Nc1ccc(Br)cc1	0%	0%	-14%	-1%	-8%	i	-0.8%	10%	-7
5	O=C(NC1CC2CCCC(C1)N2CC(=O)N1CCCc2ccccc21)C1CCCCC1 (stereo not given)	1%	-1%	0%	8%	20%	i	-0.2%	2%	-9
6	CCCNC(=O)c1ccccc1NC(=O)c1cccc(-n2cnnn2)c1	-11%	6%	1%	?	4%	i	0.2%	-6%	?
7	O=C(COC(=O)c1ccc(Br)o1)Nc1nc2ccccc2s1	4%	0%	13%	7%	1%	i	3.0%	0%	0
8	COc1ccc(C(C)=O)cc1COC(=O)c1ccc2c(c1)OCO2	-3%	6%	-2%	0%	2%	i	-0.1%	6%	36
9	O=Cc1c(NCc2cccc(F)c2)c2ccccc2[nH]c1=O	4%	2%	1%	6%	-9%	i	-0.7%	-2%	0
10	Cc1ccc(N(C(=O)CNC(=O)c2ccco2)C(C(=O)NC2CCCCC2)c2ccncc2)c(C)c1 (stereo not given)	-27%	10%	6%	-18%	-3%	i	2.3%	5%	10
11	Cc1cccc(C)c1OCc1cc(C(=O)N(C)CCc2ccccn2)no1	13%	-8%	0%	10%	0%	i	0.0%	6%	-11
12	N#Cc1ccccc1COC(=O)c1cccnc1N	-3%	2%	9%	-13%	1%	?	-0.1%	-1%	-10
13	COc1ccc(-n2c(=O)c3ccccc3n(CC(=O)NC3CCCCC3)c2=O)cc1	2%	16%	87%[activator]	4%	-7%	?	-1.3%	0%	17
14	CC1CCCN(S(=O)(=O)c2ccc(NC(=O)c3nc(SC(C)C)ncc3Cl)cc2)C1 (stereo not given)	-11%	0%	8%	-24%	3%	i	-0.7%	.	.
15	C[C@@H]1CC[C@H]2C(=O)N3[C@@H](CC[C@@H](C)[C@@H]3c3ccc(Br)cc3)C(=O)N2[C@H]1c1ccc(Br)cc1	-17%	?	?	?	-25%	i	4.5%	?	-18
16	CCOCCCNC(=O)/C=C1\Sc2ccccc2N(Cc2ccccc2F)C1=O	3%	-17%	.	1%	1%	i	?	7.3µM*	?
17	C=CCn1cc(/C=C2\SC(N3CCOCC3)=NC2=O)c2ccccc21	-21%	-1%	.	15%	-16%	?	11%	4%	0
18	NC(=O)C[n+]1cccc2ccccc21	-2%	0%	-2%	-6%	?	i	-0.3%	20%	5
19	N#CC(C#N)=C1c2cc(S(=O)(=O)NCCO)ccc2-c2ccc(S(=O)(=O)NCCO)cc21	-1%	-12%	-9%	-5%	1%	i	0.4%	18%	?
20	O=C(O)C(Cc1c[nH]c2ccccc12)NS(=O)(=O)c1cccc(Cl)c1Cl (stereo not given)	19%	25%	.	1%	18%	i	0.4%	-11%	1
21	CN(Cc1cccs1)C(=O)Cn1cnc2cc([N+](=O)[O-])ccc2c1=O	-10%	-18%	-7%	-10%	0%	i	-1.1%	0.82µM*	0
22	N=C1S/C(=C\c2ccccc2F)C(=O)N1c1ccc(F)cc1	9%	5%	.	2%	-3%	i	0.1%	-6%	-3
23	Cc1ccc(-n2[nH]c(C)c(/C=N/c3ccccn3)c2=O)cc1	10µM*	-15%	8%	2%	2%	i	3.7%	-8%	36
24	O=C(N/N=C/c1ccc(Cl)cc1)c1nc2ccc([N+](=O)[O-])cc2c(=O)[nH]1	0%	2%	.	?	-10%	i	-0.8%	6%	8
25	Cc1ccccc1Cc1n[nH]c(=S)n1N	-27%	-2%	-10%	1%	1%	i	0.0%	-4%	10

# From no. 2 to 6, as listed above:
no.	Structure	HepG2 tox	TGFb inhibitor	ATXN2 expr inh	Nrf2 inh	A549 viability	ATXN viability	Nrf2 ARE act	MCF10A rereplic	IL-1B inflam inh
2	CCCc1cc(-n2ccnc2C)n2c(nc3ccccc32)c1C#N	-4%	-18%	2%	-3%	-6%	i	-0.8%	20%	9
3	CNC(=O)C1CCN(S(=O)(=O)c2c(C)noc2/C=C/c2ccccc2F)CC1	-24%	-23%	-30%	2%	-3%	i	?	0%	-17
4	Cc1onc(-c2ccccc2Cl)c1C(=O)Nc1ccc(Br)cc1	0%	0%	-14%	-1%	-8%	i	-0.8%	10%	-7
5	O=C(NC1CC2CCCC(C1)N2CC(=O)N1CCCc2ccccc21)C1CCCCC1 (stereo not given)	1%	-1%	0%	8%	20%	i	-0.2%	2%	-9
6	CCCNC(=O)c1ccccc1NC(=O)c1cccc(-n2cnnn2)c1	-11%	6%	1%	?	4%	i	0.2%	-6%	?

# The results go on.
no.	Structure	HepG2 tox	TGFb inhibitor	ATXN2 expr inh	Nrf2 inh	A549 viability	ATXN viability	Nrf2 ARE act	MCF10A rereplic	IL-1B inflam inh
26	CCc1ccc(-n2c(=O)c3c4c(sc3n(Cc3cc(=O)n5c(C)cccc5n3)c2=O)CCC4)cc1	-5%	-5%	3%	-2%	-16%	i	-0.7%	.	.
27	Cc1[nH]c2ccccc2c1-c1csc(NC(=O)CN2CCOCC2)n1	-10%	21%	2%	-27%	2%	i	2.7%	0%	22
28	O=C(NC12CC3CC(CC(C3)C1)C2)c1ccc(-c2ccc(Cl)cc2)o1	3%	-2%	95%[activator]	?	-4%	i	0.1%	12%	-27
29	O=C(NCC(c1cccnc1)N1CCN(c2ccccc2F)CC1)OCc1ccccc1 (stereo not given)	-28%	-15%	-16%	21µM*	-22%	i	0.6%	13%	-18
30	COc1ccccc1Oc1ccc(S(=O)(=O)N2CCCCC2)cc1NC(=O)CCNC(C)=O	4%	12%	8%	6%	-5%	i	0.3%	-4%	-19
31	CN(C)c1ccc(NC(=O)CN2CCC(C(=O)c3ccc(F)cc3)CC2)cc1	2%	-8%	0%	.	1%	i	-0.4%	14%	-11
32	Cc1ccc(S(=O)(=O)N2CCN(C(=O)CN3CCc4ccccc4C3)CC2)cc1	-20%	-19%	-2%	?	-5%	i	-0.3%	6%	0
33	O=C(Cc1cccs1)Nc1nnc(SCc2ccc(C(F)(F)F)cc2)s1	-50%	?	-24%	-30%	-2%	i	-0.4%	10%	21
34	COc1ccc(CC(=O)N2CCC(CCC(=O)Nc3ccccc3)CC2)cc1	-5%	5%	3%	-2%	0%	i	3.4%	23µM*	0
35	Cc1ccc(S(=O)(=O)c2nc(C)oc2N2CCOCC2)cc1	3%	-22%	-9%	-15%	1%	i	0.3%	0%	9
36	COc1cc(/C=C/C(=O)N(Cc2ccccc2)c2ccccn2)cc(OC)c1OC	-17%	-10%	0%	-13%	12%	i	-0.1%	3%	0
37	CC(=O)C1=C(c2ccccc2)NC(=O)NC1c1ccccc1 (stereo not given)	6%	-15%	-19%	2%	-4%	i	-0.7%	4%	4
38	CCc1ccc(-c2cc(C)no2)cc1S(=O)(=O)Nc1ccc(Cl)cc1	-92%	?	.	?	-13%	.	-1.0%	.	.
39	O=C(COC(=O)C1(c2ccc(Cl)cc2)CCCC1)NCc1ccco1	0%	14%	-19%	-29%	-3%	i	0.1%	-37%[inhibitor]	-6
40	Cc1cccc(C)c1-n1nnnc1C(c1ccnc2ccccc12)N1CCN(c2ccccc2F)CC1 (stereo not given)	.	.	1%	.	.	i	0.0%	.	23
41	O=C(O)c1ccc(COc2ccc3ccccc3c2)o1	0%	-15%	.	?	0%	i	0.4%	3%	21
42	O=C(CSc1nc2ccccc2c(=O)n1NC(=O)Cc1ccccc1)NCCc1ccccc1	-21%	12%	3%	-2%	-1%	i	-0.7%	10%	-12
43	COc1ccccc1Oc1nc2c(C)cccn2c(=O)c1/C=C(\C#N)c1nc2ccccc2[nH]1	6%	250%[activator]	-8%	20%	-4%	i	5.1%	.	.
44	COC(=O)c1cc(NC(=O)C2(S(=O)(=O)c3ccc(Cl)cc3)CC2)cc(C(=O)OC)c1	9%	-48%	1%	-11%	0%	i	0.6%	-1%	21
45	C[C@@H]1CN([C@@H](C)CO)C(=O)CCCn2nncc2CO[C@H]1CN(C)Cc1cccnc1	-14%	-5%	-1%	.	.	i	-0.2%	.	-12
46	CCOc1ccc(NC(=O)Cn2c(=O)n(Cc3ccccc3)c(=O)c3sc4ccccc4c32)cc1	4%	11%	.	0%	-1%	.	0.5%	.	.
47	COc1ccc(NC(=O)c2nn(C)c3c2CS(=O)(=O)c2ccccc2-3)cc1	2%	20%	-8%	3%	5%	i	-0.5%	2%	?
48	COc1ccc(N/C=C/C(=O)C(F)(F)F)cc1	-35%	-7%	4%	-7%	-2%	i	0.2%	9%	0
49	Cc1nc2ccn(Cc3cccs3)c(=O)c2cc1C(=O)N1CCN(c2ccc(F)cc2)CC1	-17%	?	0%	-20%	6%	i	5.1%	.	.
50	O=Cc1cccc(OC(=O)/C=C/c2ccco2)c1	2%	5%	.	?	-10%	i	16%	6%	4

# One compound at a time (already shown). Order of values: HepG2 tox, TGFb inhibitor, ATXN2 expr inh, Nrf2 inh, A549 viability, ATXN viability, Nrf2 ARE act, MCF10A rereplic, IL-1B inflam inh
# Listed for CCc1ccc(-n2c(=O)c3c4c(sc3n(Cc3cc(=O)n5c(C)cccc5n3)c2=O)CCC4)cc1 = -5%, -5%, 3%, -2%, -16%, i, -0.7%, ., .
# Listed for C[C@@H]1CN([C@@H](C)CO)C(=O)CCCn2nncc2CO[C@H]1CN(C)Cc1cccnc1 = -14%, -5%, -1%, ., ., i, -0.2%, ., -12
